# Source: PubChem BioAssay
# C diff HTS – blocks growth of Clostridium difficile; Clostridium difficile clinical isolate growth, OD600, 24 h; stronger effect = lower value; growth activity, negative = inhibition, % at 16 µg/mL (by protocol); 86,000 compounds, 0.25% hits;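 active means mean growth activity at or below -80% and every replicate also at or below -80%; inconclusive means mean at or below -80% but some replicate above -80%; inactive means mean growth activity above -80%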;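 further: 0% = DMSO wells and -100% = levofloxacin 16 µg/mL wells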
# T cruzi growth – inhibitors of T. cruzi proliferation; T. cruzi beta-gal in NIH3T3, GalScreen luminescence, 90 h; 77,000 compounds, 5.9% hits; inhibition, % at 8.34 µM;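 active means mean inhibition above about 93%, with at least 55% of replicates each passing it, limit read from the data, passing the limit was not always enough; inconclusive means only one of those two conditions holds; inactive means neither condition holds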
# Pf Dd2 growth – inhibitors of Plasmodium falciparum Dd2 growth. P. falciparum Dd2 growth, SYBR Green, 72 h; stronger effect = lower value. activity change, % at 10 µM. 94,000 compounds, 2.3% hits. AID 1159554; in the data active means activity change below about -80%; inconclusive means no clear call, values can overlap the other calls
# GASC1 inh – inhibitors of human demethylase GASC-1 KDM4C; Q9H3R0; 96,000 compounds, 0.15% hits; inhibition, % at 12.5 µM; GST-KDM4C 2-372, H3K9me3 peptide, LANCE TR-FRET;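 active means mean replicate inhibition above about 25%, with at least 55% of replicates also reaching it, limit read from the data, passing the limit was not always enough; inconclusive means only one of those two conditions met; inactive means neither condition met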
# Target sequence (Q9H3R0 2-372 limits assumed): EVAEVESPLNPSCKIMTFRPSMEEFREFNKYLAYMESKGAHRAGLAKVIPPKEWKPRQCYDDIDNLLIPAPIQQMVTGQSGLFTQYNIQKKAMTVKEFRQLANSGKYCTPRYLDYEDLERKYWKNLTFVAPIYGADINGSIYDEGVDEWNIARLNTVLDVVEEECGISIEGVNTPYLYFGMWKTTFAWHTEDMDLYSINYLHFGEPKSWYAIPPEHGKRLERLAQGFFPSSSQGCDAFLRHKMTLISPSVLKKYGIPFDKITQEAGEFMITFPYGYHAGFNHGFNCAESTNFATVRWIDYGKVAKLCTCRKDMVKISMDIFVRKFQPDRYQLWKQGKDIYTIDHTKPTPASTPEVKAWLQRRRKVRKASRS
#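 reagent = H3K9me3 peptide substrate, Fe(II), 2-oxoglutarate | system = GST-tagged GASC-1 (JMJD2C) catalytic fragment, aa 2-372 | amount = enzyme final amount 10 nM | read-out = Fall in 671/618 emission ratio as inhibition | medium = HEPES buffer, pH 7.5, plus ascorbate | schedule = 30 min reaction, 60 min detection, RT | measured by = LANCE TR-FRET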
# The depositor's hits bear a star; ? = inconclusive; . = no result given; & = joins results of further samples.
1	COCC#Cc1ccc2c(c1)O[C@H](CN(C)Cc1cccnc1)[C@H](C)CN([C@@H](C)CO)S2(=O)=O
2	O=C(C[C@@H]1C=C[C@H](NC(=O)CC2CC2)[C@@H](CO)O1)NCc1ccccc1
3	C[C@@H]1CN([C@@H](C)CO)C(=O)Cc2cc(NC(=O)Cc3ccccc3)ccc2O[C@@H]1CN(C)CC1CC1
4	Cc1ccc(NC(=O)Nc2ccc3c(c2)C(=O)N(C)[C@@H]2CC[C@@H](CC(=O)O)O[C@@H]2CO3)cc1
5	CO[C@H]1CN(C)C(=O)c2cc(NS(=O)(=O)CC(F)(F)F)ccc2OC[C@H](C)N(CC2CCCCC2)C[C@@H]1C
6	COc1ccc(S(=O)(=O)Nc2ccc3c(c2)C(=O)N([C@H](C)CO)C[C@H](C)[C@H](CN(C)Cc2ccncc2)OCCCC[C@H](C)O3)cc1
7	COCC(=O)Nc1ccc2c(c1)[C@H]1C[C@H](CC(=O)N3CCc4ccccc4C3)O[C@H](CO)[C@H]1O2
8	COc1ccc(CN(C)C[C@H]2Oc3ccc(NC(=O)Nc4cccc5ccccc45)cc3CC(=O)N([C@@H](C)CO)C[C@@H]2C)cc1
assay / compound	1	2	3	4	5	6	7	8
C diff HTS	-3	-4	-1	4	.	2	-3	-4
T cruzi growth	41	.	25	-42	54	82	32	57
Pf Dd2 growth	3	27	-4	0	-10	-30	-27	-41
GASC1 inh	0.3	-0.1	-0.3	0.3	0.2	-0.1	2.0	-3.0

9	C[C@@H]1CCCCO[C@@H](CN(C)C(=O)NC2CCCCC2)[C@@H](C)CN([C@H](C)CO)C(=O)c2cc(NC(=O)Nc3ccc(C(F)(F)F)cc3)ccc2O1
10	O=C1CN(Cc2ccc(F)cc2)C[C@H]2[C@@H](c3ccc(-c4ccccc4)cc3)[C@@H](CO)N12
11	Cc1noc(C)c1S(=O)(=O)N(C)C[C@@H]1Oc2ccc(NS(=O)(=O)c3ccc(Cl)cc3)cc2CC(=O)N([C@@H](C)CO)C[C@H]1C
12	Cc1ccc(S(=O)(=O)Nc2ccc3c(c2)CC(=O)N([C@@H](C)CO)C[C@@H](C)[C@H](CN(C)C)O3)cc1
13	COCC(=O)N(C)C[C@H]1Oc2cc(-c3ccc(F)cc3)ccc2S(=O)(=O)N([C@@H](C)CO)C[C@@H]1C
14	COc1ccc2c3c([nH]c2c1)[C@H](CO)N(C(C)=O)CC31CN(C(=O)Nc2c(C)noc2C)C1
15	N#C[C@H]1[C@@H](c2ccccc2C2=CCCC2)[C@@H](CO)N1C(=O)C1CCC1
16	O=C(C1CCCCC1)N1CC(=O)N2[C@H](CO)[C@@H](c3ccc(-c4ccccc4F)cc3)[C@@H]2C1
assay / compound	9	10	11	12	13	14	15	16
C diff HTS	4	5	6	1	-8	-1	-19	-2
T cruzi growth	84	.	28	53	51	.	.	.
Pf Dd2 growth	52	-38	-36	-8	23	-2	-9	-47
GASC1 inh	2.6	-1.6	-1.3	1.9	0.9	0.6	-0.1	7.2

17	Cc1ccc(S(=O)(=O)N[C@H]2CC[C@H](CCNC(=O)C3CCCCC3)O[C@@H]2CO)cc1
18	CC=Cc1ccc2n(c1=O)C[C@@H]1[C@@H](CO)[C@H](C(=O)Nc3ccc(-c4ccccc4)cc3)[C@H]2N1C (mixture of isomers)
19	CCCNC(=O)N(C)C[C@H]1Oc2cc(C3=CCCCC3)ccc2S(=O)(=O)N([C@H](C)CO)C[C@H]1C
20	CO[C@@H]1CN(C)C(=O)c2cc(NC(=O)C3CCC3)ccc2OC[C@@H](C)N(Cc2ccc(F)cc2)C[C@H]1C
21	C/C=C/c1cnc2c(c1)C(=O)N([C@@H](C)CO)C[C@@H](C)[C@H](CN(C)C(=O)Nc1ccc(OC)cc1)O2
22	C[C@H](CO)N1C[C@H](C)[C@@H](CN(C)Cc2ccc(F)cc2)Oc2ncc(-c3cccc(C#N)c3)cc2C1=O
23	O=C(Nc1ccccc1F)N1CCCCN2[C@H](C1)[C@H](c1ccc(C3=CCCCC3)cc1)[C@@H]2CO
24	COc1ccc(NC(=O)Nc2ccc3c(c2)C(=O)N([C@H](C)CO)C[C@H](C)[C@@H](CN(C)S(=O)(=O)c2c(C)noc2C)OCCCC[C@@H](C)O3)cc1
assay / compound	17	18	19	20	21	22	23	24
C diff HTS	.	9	-1	.	0	1	16	1
T cruzi growth	83	2	84	-16	-5	-51	54	10
Pf Dd2 growth	7	-15	-10	.	8	-42	-31	-37
GASC1 inh	0.2	-3.2	-0.3	-0.3	0.2	.	.	0.2

25	COc1ccccc1NC(=O)N1CCCCN2[C@@H](CO)[C@H](c3ccc(-c4cccc(F)c4)cc3)[C@@H]2C1
26	CN(C)CC#Cc1ccc([C@H]2[C@@H](CO)N3CCCCN(C(=O)c4ccc5c(c4)OCO5)C[C@H]23)cc1
27	COc1ccc2c3c([nH]c2c1)[C@@H](CO)N(C(=O)C1CCCCC1)CC31CCN(C(=O)c2ccncc2)CC1
28	C[C@H]1CN([C@@H](C)CO)C(=O)c2cc(NC(=O)Nc3ccc4c(c3)OCO4)ccc2O[C@H]1CN(C)S(=O)(=O)c1ccccc1
29	CO[C@@H]1CN(C)C(=O)c2cc(NC(C)=O)ccc2OC[C@@H](C)N(Cc2ccc(F)cc2)C[C@H]1C
30	CC(C)NC(=O)Nc1ccc2c(c1)C(=O)N([C@H](C)CO)C[C@@H](C)[C@@H](CN(C)S(=O)(=O)c1ccc(Cl)cc1)O2
31	O=C(C1CCCC1)N1CC2(C1)[C@@H](c1ccccc1)[C@H](CO)N2Cc1ccc(Cl)cc1
32	CCCNC(=O)Nc1ccc2c(c1)OC[C@H](C)N(Cc1ccccn1)C[C@@H](C)[C@H](OC)CN(C)C2=O
assay / compound	25	26	27	28	29	30	31	32
C diff HTS	68	7	5	-6	-1	5	9	.
T cruzi growth	118	21	.	-64	-8	-3	.	-30
Pf Dd2 growth	-52	-3	-36	35	3	0	-85*	-5
GASC1 inh	-2.3	1.7	1.2	-0.3	0.4	0.4	1.3	0.9

33	O=C(Cc1ccccn1)NCC[C@H]1CC[C@H](NS(=O)(=O)c2ccc(Cl)cc2)[C@@H](CO)O1
34	COc1ccccc1-c1cn(CC[C@H]2CC[C@H](NC(=O)CCN3CCCCC3)[C@H](CO)O2)nn1
35	CCCC#Cc1cnc2c(c1)C(=O)N([C@@H](C)CO)C[C@H](C)[C@@H](CN(C)C(=O)Nc1ccc(OC)cc1)O2
36	COc1ccc(-c2ccc([C@H]3[C@@H](CO)N4C(=O)CN(C(=O)C5CCCC5)C[C@H]34)cc2)cc1
37	C[C@H](CO)N1C[C@H](C)[C@H](CN(C)CC2CC2)Oc2cc(C#Cc3ccccn3)ccc2S1(=O)=O
38	CS(=O)(=O)Nc1ccc2c(c1)[C@H]1C[C@@H](CC(=O)NCc3cccnc3)O[C@H](CO)[C@H]1O2
39	C[C@H]1CN([C@@H](C)CO)C(=O)CCCn2cc(nn2)CO[C@H]1CN(C)S(=O)(=O)c1ccc(C#N)cc1
40	C[C@@H]1CN([C@@H](C)CO)C(=O)Cc2cc(NC(=O)Cc3ccccc3)ccc2O[C@@H]1CN(C)Cc1ccc(C(=O)Nc2ccccc2N)cc1
assay / compound	33	34	35	36	37	38	39	40
C diff HTS	0	3	1	-7	-6	-4	.	6
T cruzi growth	47	-51	-21	.	21	.	-62	102*
Pf Dd2 growth	5	-18	-8	-64	-45	20	0	-81*
GASC1 inh	-0.4	1.2	0.8	1.4	-1.8	1.1	-0.4	-0.7

# 3 compounds from above, ordered by SMILES length, lowest first:
37	C[C@H](CO)N1C[C@H](C)[C@H](CN(C)CC2CC2)Oc2cc(C#Cc3ccccn3)ccc2S1(=O)=O
20	CO[C@@H]1CN(C)C(=O)c2cc(NC(=O)C3CCC3)ccc2OC[C@@H](C)N(Cc2ccc(F)cc2)C[C@H]1C
11	Cc1noc(C)c1S(=O)(=O)N(C)C[C@@H]1Oc2ccc(NS(=O)(=O)c3ccc(Cl)cc3)cc2CC(=O)N([C@@H](C)CO)C[C@H]1C
assay / compound	37	20	11
C diff HTS	-6	.	6
T cruzi growth	21	-16	28
Pf Dd2 growth	-45	.	-36
GASC1 inh	-1.8	-0.3	-1.3

# Ordered by the number under GASC1 inh (low to high): 3 from the list above
nr	smiles	C diff HTS	Pf Dd2 growth	GASC1 inh
37	C[C@H](CO)N1C[C@H](C)[C@H](CN(C)CC2CC2)Oc2cc(C#Cc3ccccn3)ccc2S1(=O)=O	-6	-45	-1.8
33	O=C(Cc1ccccn1)NCC[C@H]1CC[C@H](NS(=O)(=O)c2ccc(Cl)cc2)[C@@H](CO)O1	0	5	-0.4
38	CS(=O)(=O)Nc1ccc2c(c1)[C@H]1C[C@@H](CC(=O)NCc3cccnc3)O[C@H](CO)[C@H]1O2	-4	20	1.1

# (continued)
41	COC(=O)[C@H]1[C@H](CO)[C@H]2Cn3c(ccc(-c4ccc(OC)cc4)c3=O)[C@H]2N1C
42	COc1ccc(S(=O)(=O)N(C)C[C@@H]2Oc3ccc(NC(=O)Nc4ccccc4)cc3CC(=O)N([C@H](C)CO)C[C@H]2C)cc1
43	CNC(=O)C[C@H]1CC[C@@H]2[C@H](COc3ccc(NC(=O)c4cnccn4)cc3C(=O)N2C)O1
44	C[C@@H]1CCCCO[C@H](CN(C)Cc2ccc3c(c2)OCO3)[C@@H](C)CN([C@H](C)CO)C(=O)c2cc(NC(=O)CCCN(C)C)ccc2O1
45	C[C@H](CO)N1C[C@H](C)[C@H](CN(C)C(=O)Nc2ccc(C(F)(F)F)cc2)OCCCC[C@H](C)Oc2ccc(NS(=O)(=O)c3ccc(F)cc3)cc2C1=O
46	Cc1noc(C)c1S(=O)(=O)Nc1ccc2c(c1)C(=O)N([C@H](C)CO)C[C@H](C)[C@H](CN(C)Cc1ccc3c(c1)OCO3)O2
47	CC(C)NC(=O)Nc1ccc2c(c1)CC(=O)N([C@@H](C)CO)C[C@@H](C)[C@@H](CN(C)Cc1ccccc1)O2
48	C[C@@H]1CCCCO[C@@H](CN(C)S(C)(=O)=O)[C@H](C)CN([C@@H](C)CO)C(=O)c2cc(N(C)C)ccc2O1
assay / compound	41	42	43	44	45	46	47	48
C diff HTS	2	-11	-2	4	1	4	3	1
T cruzi growth	45	-21	21	-2	89	-147	45	67
Pf Dd2 growth	.	-18	12	0	-33	-19	-37	3
GASC1 inh	13	-1.6	1.1	-0.4	-1.1	-4.4	-3.0	11

49	C[C@@H]1CN([C@H](C)CO)C(=O)Cc2cc(NC(=O)Nc3ccc(F)cc3)ccc2O[C@H]1CN(C)C(=O)Nc1ccccc1
50	CCNC(=O)C[C@@H]1CC[C@H]2[C@@H](COC[C@H](O)CN2C(=O)c2ccccn2)O1
51	COc1cccc(-c2ccc3c(c2)O[C@H](CN(C)C(=O)C2CCOCC2)[C@@H](C)CN([C@H](C)CO)S3(=O)=O)c1
52	CN1c2ccc(-c3ccccc3)cc2[C@H]2[C@H](CCN2C(=O)c2ccncc2)[C@H]1CO
53	CO[C@H]1CN(C)C(=O)c2ccc(NC(=O)c3cc(C)on3)cc2OC[C@H](C)N(C)C[C@H]1C
54	CN1C(=O)c2cc(NC(=O)c3cnccn3)ccc2OC[C@H]2O[C@@H](CC(=O)N[C@H]3CCN(Cc4ccccc4)C3)CC[C@H]21
55	Cc1ccc(S(=O)(=O)N(C)C[C@@H]2OCCCC[C@@H](C)Oc3ccc(NC(=O)NC(C)C)cc3C(=O)N([C@H](C)CO)C[C@H]2C)cc1
56	CO[C@H](CN(C)C(=O)Nc1ccc(F)cc1)[C@H](C)CN(Cc1ccccc1Cl)[C@H](C)CO
assay / compound	49	50	51	52	53	54	55	56
C diff HTS	-7	6&-2	1	-9	2	-3	6	.
T cruzi growth	.	-23	.	103*	-23	114*	24	-34
Pf Dd2 growth	-24	52	23	14	-1	?	-72	-23
GASC1 inh	-1.5	-0.4	-1.6	1.5	0.2	3.6	0.6	1.2

57	COc1ccc(CN(C)C[C@H]2Oc3ccc(NC(=O)C4CCCCC4)cc3CC(=O)N([C@H](C)CO)C[C@@H]2C)cc1
58	C/C=C/c1ccc(C2[C@H]3CNC[C@@H]2N3S(=O)(=O)c2ccccc2C)cc1 (stereo partly specified)
59	C[C@@H]1CCCCO[C@H](CN(C)C(=O)NC2CCCCC2)[C@@H](C)CN([C@H](C)CO)C(=O)c2cc(NC(=O)Nc3ccc4c(c3)OCO4)ccc2O1
60	C[C@@H]1CCCCO[C@H](CN(C)C(=O)Nc2ccc(C(F)(F)F)cc2)[C@@H](C)CN([C@H](C)CO)C(=O)c2cc(NC(=O)c3ccncc3)ccc2O1
61	CO[C@H]1CN(C)C(=O)c2ccc(NC(=O)c3ccccc3)cc2OC[C@@H](C)N(C)C[C@H]1C
62	C[C@H]1CN([C@@H](C)CO)S(=O)(=O)c2ccc(Br)cc2O[C@H]1CN(C)Cc1ccccn1
assay / compound	57	58	59	60	61	62
C diff HTS	-3	-3&33	3	4	0	-1
T cruzi growth	90	.	15	46	12	-4
Pf Dd2 growth	-50	5&28	-16	-26	.	13
GASC1 inh	.	-1.5&-1.1	-0.7	.	2.8	1.5

# Down the list, from the results shown.
# Compounds 57 to 62 in GASC1 inh read ., -1.5&-1.1, -0.7, ., 2.8, 1.5

# This is a random part of the collection, and some 6.7% of all compounds hit somewhere here.
